# Compound activity from PubChem BioAssay.
# SIRT5 block: inhibitors of human sirtuin-5 desuccinylase | hit rate 1.1% among 330,000 | Purified SirT5, succinyl-peptide AMC, trypsin-coupled fluorescence | inhibition, % at 15 µM | Q9NXA8; in the data active = inhibition above about 15%
# Target sequence (Q9NXA8 whole entry, looked up): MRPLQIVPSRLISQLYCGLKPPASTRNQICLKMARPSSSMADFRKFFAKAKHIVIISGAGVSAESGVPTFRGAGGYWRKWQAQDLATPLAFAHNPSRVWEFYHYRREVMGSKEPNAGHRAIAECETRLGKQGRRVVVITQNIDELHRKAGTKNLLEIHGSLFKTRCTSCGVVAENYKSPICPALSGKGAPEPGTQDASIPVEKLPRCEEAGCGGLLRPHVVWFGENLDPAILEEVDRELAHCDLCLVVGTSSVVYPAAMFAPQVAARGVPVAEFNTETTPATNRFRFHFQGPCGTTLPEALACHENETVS
# LGR2 inh: Drosophila LGR2 receptor signaling inhibition; HEK293 LGR2, CRE-luciferase, bursicon-stimulated, 4 h; inhibition, % at 9.99 µM; hit rate 0.35% among 380,000; AID 720647;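 active = drop in luminescence signal, shown as inhibition above about 50% in the replicate tests, limit read from the data, passing the limit was not always enough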;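 also: agonist challenge used bursicon conditioned medium at about half maximal strength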
# S100A4 MyoIIA: inhibitors of human S100A4 binding to myosin IIA peptide. P26447. S100A4/TAMRA-MyoIIA peptide fluorescence polarization. inhibition, % at 10.7 µM. hit rate 0.14% among 360,000. AID 652163;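 active = mean inhibition of at least 70% across replicates, with every replicate also reaching that level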
# Target sequence (P26447 whole entry, looked up): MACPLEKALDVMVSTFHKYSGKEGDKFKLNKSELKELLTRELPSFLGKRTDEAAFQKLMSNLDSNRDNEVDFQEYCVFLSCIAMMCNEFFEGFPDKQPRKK
#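 Material: human S100A4 monomer with TAMRA-labelled myosin IIA peptide; buffer or medium: HEPES pH 7.2 with CaCl2, KCl, NaCl, DTT, Triton; compound dosing: one concentration per compound; schedule: 5 min incubation before reading; benchmarks: neutral control DMSO, positive control TFP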
# ERAP1 HTS inh: inhibitors of human ERAP1 aminopeptidase; recombinant ERAP1, Leu-AMC fluorescence, 60 min; AID 652197; hit rate 0.15% among 340,000; Q9NZ08; inhibition, % at 10.7 µM;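 active = mean replicate inhibition of at least 30%, or all replicates individually reaching that 30% level; inactive = mean below 30% and not every replicate reaching it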;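 also: 0% = neutral control wells and 100% = L-leucinethiol positive control wells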
# PGC1a acetyl inh: PGC1a acetylation modulation, inhibitor mode | U2OS PGC1a acetylation, AlphaScreen anti-acetyl-lysine; with virally co-expressed GCN5 acetyltransferase | inhibition, % at 15.6 µM | hit rate 0.17% among 350,000 | AID 651687;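 active = every replicate shows inhibition of at least 40%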;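 also: 0% = neutral control wells and 100% = positive control wells; some results beyond the cut were filed as inactive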
# Xi reactivation: X-chromosome reactivation activator. XiGFP mouse fibroblasts, % GFP-positive cells imaging, 3 d; cells co-treated with 5-aza-dC sensitizer; scaled so ellipticine positive control = 100%. hit rate 0.055% among 360,000. activation, % at 7.58 µM. AID 743238;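 active = mean normalized replicate activation at least 10% and every replicate at or above 10%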;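 also: 0% = median of on-plate neutral control wells and 100% = ellipticine 6 µM median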
#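 Material: XiGFP fibroblasts, SV40-immortalized; Buffer or medium: DMEM containing 5-aza-dC; Compound dosing: single point; Times: 3 days compound exposure.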
# Statin myotox sup: suppression of simvastatin myotoxicity. AID 602340. rescue of ATP level, % at 7.49 µM. hit rate 0.78% among 330,000. C2C12 myotubes + simvastatin, ATP luminescence, 48 h; scaled: DMSO 0, geranylgeraniol control 100;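 active = mean ATP rescue above about 67%, or every replicate alone reaching that limit, limit read from the data, passing the limit was not always enough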;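 also: myotubes were challenged with 10 µM simvastatin during compound exposure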
# Cneo AK release: Cryptococcus neoformans lysis via adenylate kinase release | hit rate 0.2% among 360,000 | AID 651654 | C. neoformans lysis, adenylate kinase release luminescence, 4 h; normalised: neutral wells 0, clomiphene wells 100 | lysis activity, % at 15 µM;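 active = mean lysis activity across replicates of at least 80%, whatever share of replicates individually reach that level; inactive = mean lysis activity below 80%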
#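 Material: C. neoformans cells | Amount: Yeast cell density of 5 × 10^6 cells/mL | Medium: Fresh YPD growth medium | Dosing: Single dose | Times: Static 4 h at 37 °C with compound, 1 h detection | Detection: AK luminescence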
# * hit, by the source's call; / = no result given.
1) COc1cc(C(=O)Nn2c(O)c(C3=c4ccccc4=NC3=O)sc2=S)ccc1O
2) C[C@@H]1CN([C@H](C)CO)C(=O)c2cccc(NC(=O)Nc3ccccc3)c2O[C@H]1CN(C)S(=O)(=O)c1ccc(Cl)cc1
3) Cc1cccc(-n2c(SCCC(=O)O)nnc2-c2cccs2)c1C
4) CCCN1CCN(C(=O)c2c(Cl)cnn2C)CC1
5) C[C@H]1CCCCO[C@H](CN(C)C(=O)CCC(F)(F)F)[C@@H](C)CN([C@@H](C)CO)C(=O)c2cc(N(C)C)ccc2O1

assay / compound	1	2	3	4	5
SIRT5 block	1.1	-1.4	/	-2.5	5.3
LGR2 inh	-4.8	6.3	30.7	15.9	-1.6
S100A4 MyoIIA	0.8	-2.2	/	-0.9	7.2
ERAP1 HTS inh	-1.1	0.2	/	0.3	-2.7
PGC1a acetyl inh	/	-4.3	-8.0	7.2	-6.0
Xi reactivation	0.0	-0.4	/	-0.1	-0.5
Statin myotox sup	/	19.4	15.4	-2.4	-0.8
Cneo AK release	/	0.6	4.6	1.4	-0.9

6) Cc1ccc(N2CC(=O)N(NC(=O)Nc3ccc(Cl)c(Cl)c3)CC2=O)cc1
7) O=Cc1ccc(-c2c(-c3ccccc3)oc3c2C(OCCCCO)CCC3)o1 (stereo not drawn)
8) O=C(Nc1ccc2[nH]c(=S)sc2c1)Nc1ccccc1F
9) O=C(C[C@@H]1CC[C@H](NC(=O)c2ccccc2)[C@H](CO)O1)NCc1ccc(Oc2ccccc2)cc1
10) O=C(N/N=C/c1ccccc1C(=O)O)c1cc(-c2ccc3c4c(cccc24)CC3)n[nH]1

assay / compound	6	7	8	9	10
SIRT5 block	-1.0	-5.0	-5.3	-3.4	0.3
LGR2 inh	1.1	-2.7	-95.1	16.4	-27.8
S100A4 MyoIIA	8.9	-0.2	-4.4	0.2	3.1
ERAP1 HTS inh	-3.4	1.1	-1.1	-4.9	-3.2
PGC1a acetyl inh	/	/	4.1	-8.3	/
Xi reactivation	-0.2	-0.1	0.0	1.6	0.1
Statin myotox sup	/	/	-82.7	10.0	/
Cneo AK release	/	/	-2.9	1.3	/

11) Cc1ccc(C)c(S(=O)(=O)NCCCc2ccccc2)c1
12) COC(=O)[C@]1(C)CCC[C@@]2(C)C3CC[C@@]4(C)C[C@]3(CCC21)CC(=O)N4Cc1ccc(OC)cc1 (stereo partly drawn)
13) COc1ccccc1/C=N/NC(=O)c1ccc(C)nc1
14) CCS(=O)(=O)Nc1cccc(C2=NN(S(=O)(=O)c3ccc(C)cc3)C(c3ccco3)C2)c1 (stereo not drawn)
15) COc1cccc(NC(=O)CSc2nnc(Cn3c(=O)sc4ccccc43)n2C)c1

assay / compound	11	12	13	14	15
SIRT5 block	-2.2	/	0.7	-6.9	2.0
LGR2 inh	11.6	36.0	15.4	-2.7	2.7
S100A4 MyoIIA	-1.2	-0.7	-3.8	3.7	-3.0
ERAP1 HTS inh	2.6	-0.6	8.2	-7.4	-3.2
PGC1a acetyl inh	-19.4	/	-9.9	-9.2	-5.9
Xi reactivation	-0.1	0.1	0.1	0.2	0.1
Statin myotox sup	12.0	-16.4	6.2	5.3	-0.3
Cneo AK release	-0.8	0.4	-1.3	-0.5	2.3

16) CO[C@@H]1CN(C)C(=O)c2ccc(NS(=O)(=O)c3ccccc3Cl)cc2OC[C@@H](C)NC[C@@H]1C
17) N#CCc1ccc(NS(=O)(=O)c2ccc(C3CCCCC3)cc2)cc1
18) C[C@H](NC(=O)C[C@@H]1CC[C@@H](NC(=O)C2CC2)[C@@H](CO)O1)c1ccccc1
19) Cc1sc2nc(CSc3ncn[nH]3)[nH]c(=O)c2c1C
20) O=C(Nc1ccccc1)N(C1=NCCC1)c1ccccc1

assay / compound	16	17	18	19	20
SIRT5 block	1.2	-5.0	0.9	/	-5.3
LGR2 inh	-1.9	0.5	5.8	-20.8	-3.1
S100A4 MyoIIA	-16.4	0.1	1.6	-7.6	1.6
ERAP1 HTS inh	6.0	1.1	-0.4	0.0	3.2
PGC1a acetyl inh	-4.2	/	4.1	-4.1	/
Xi reactivation	0.3	-0.1	-0.6	6.8	-0.1
Statin myotox sup	0.4	/	4.2	/	/
Cneo AK release	-0.6	-1.9	45.8	/	/

# Compound profiles, as listed above. Screens in order: SIRT5 block, LGR2 inh, S100A4 MyoIIA, ERAP1 HTS inh, PGC1a acetyl inh, Xi reactivation, Statin myotox sup, Cneo AK release
# Record of `Cc1sc2nc(CSc3ncn[nH]3)[nH]c(=O)c2c1C` = /, -20.8, -7.6, 0.0, -4.1, 6.8, /, /
# Record of `O=C(Nc1ccccc1)N(C1=NCCC1)c1ccccc1` = -5.3, -3.1, 1.6, 3.2, /, -0.1, /, /

# (listing goes on)
21) O=C(COC(=O)CCc1nc2ccccc2c(=O)[nH]1)Nc1ccc2c(c1)OCO2
22) COc1ccccc1-c1cn(CC[C@H]2CC[C@H](NC(=O)C3CCCC3)[C@@H](CO)O2)nn1
23) CCOc1ccc(NC(=O)CN2C(=O)COc3ccc(S(=O)(=O)N4CCCC4)cc32)cc1
24) CCC1(c2ccccc2)NC(=O)N(CC(=O)Nc2ccc(OC)nc2)C1=O (stereo not drawn)
25) COc1ccccc1N1CCN(C(=O)c2ccc(-c3ccc(Cl)cc3)o2)CC1

assay / compound	21	22	23	24	25
SIRT5 block	-1.5	-2.1	-0.3	-1.5	3.7
LGR2 inh	2.0	4.6	-9.2	7.9	-1.9
S100A4 MyoIIA	-6.5	53.5	-1.0	-14.6	1.0
ERAP1 HTS inh	/	2.4	-3.0	-0.7	0.6
PGC1a acetyl inh	-3.0	1.1	2.1	/	-3.3
Xi reactivation	-0.2	0.0	0.2	0.0	0.9
Statin myotox sup	/	/	29.6	-6.3	-29.1
Cneo AK release	/	/	-1.5	0.3	1.1

26) CCCCNC(=O)C(Sc1ccccc1)c1ccccc1 (stereo not drawn)
27) O=C(COc1ccccc1)N/N=C/c1sc(=O)n(Cc2cccc(C(=O)O)c2)c1Cl
28) CCCc1[nH]nc2c1C1(C(=O)N(CC)c3ccccc31)C(C#N)=C(N)O2 (stereo not drawn)
29) Cc1ccc2nc(C(C)(C)C)c(Cc3cccc(Cl)c3)n2c1

assay / compound	26	27	28	29
SIRT5 block	/	15.8*	-4.0	-8.7
LGR2 inh	/	-7.7	0.7	-54.6
S100A4 MyoIIA	-0.6	-0.9	0.0	3.2
ERAP1 HTS inh	3.6	/	-8.3	-2.1
PGC1a acetyl inh	3.1	6.4	-1.1	-21.7
Xi reactivation	0.1	-0.1	/	/
Statin myotox sup	/	/	6.3	-14.9
Cneo AK release	-1.2	/	1.4	8.0

# Arranged by formula weight (rising): part of the list above
26) CCCCNC(=O)C(Sc1ccccc1)c1ccccc1 (stereo not drawn)
24) CCC1(c2ccccc2)NC(=O)N(CC(=O)Nc2ccc(OC)nc2)C1=O (stereo not drawn)
27) O=C(COc1ccccc1)N/N=C/c1sc(=O)n(Cc2cccc(C(=O)O)c2)c1Cl
23) CCOc1ccc(NC(=O)CN2C(=O)COc3ccc(S(=O)(=O)N4CCCC4)cc32)cc1

assay / compound	26	24	27	23
SIRT5 block	/	-1.5	15.8*	-0.3
LGR2 inh	/	7.9	-7.7	-9.2
S100A4 MyoIIA	-0.6	-14.6	-0.9	-1.0
ERAP1 HTS inh	3.6	-0.7	/	-3.0
PGC1a acetyl inh	3.1	/	6.4	2.1
Xi reactivation	0.1	0.0	-0.1	0.2
Statin myotox sup	/	-6.3	/	29.6
Cneo AK release	-1.2	0.3	/	-1.5

# An excerpt, so the mix of outcomes need not match the whole.
